# Jurkat NFkB inh = inhibitors of the PMA/ionomycin-induced NF-kB reporter in Jurkat cells. PMA/ionomycin-induced NF-kB luciferase reporter, luminescence. inhibition, % at 4 µM. actives 0.53% (n = 330,000). AID 435003
# UBC13 polyUb = human UBC13 polyubiquitination inhibition | inhibition, % at 20 µM | AID 485273 | P61088 | actives 0.47% (n = 330,000) | UBC13 polyubiquitin chain formation, TR-FRET; in the data active = inhibition above about 45%, passing the limit was not always enough
# Target sequence (P61088 whole entry, looked up): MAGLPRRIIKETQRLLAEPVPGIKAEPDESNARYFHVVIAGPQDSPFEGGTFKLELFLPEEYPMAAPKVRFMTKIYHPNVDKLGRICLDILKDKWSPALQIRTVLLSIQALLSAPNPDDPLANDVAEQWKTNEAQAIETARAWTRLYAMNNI
# HKDC1 inh = HKDC1 (human) hexokinase inhibition; recombinant HKDC1, G6PDH/diaphorase resazurin coupled fluorescence; inhibition, % at 20 µM; actives 0.16% (n = 340,000); AID 493160;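 active = inhibition above about 35% when tested at 20 µM, limit read from the data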;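 also: plate controls were DMSO wells with enzyme for no effect and DMSO wells lacking enzyme for full effect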
#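 Assay system: recombinant HKDC1 hexokinase; detection: coupled resazurin fluorescence, excitation 525 nm, emission 613 nm; benchmarks: DMSO-plus-enzyme-mix negative control, buffer-substituted positive control; compound dosing: single 20 µM dose; schedule: 90 min at room temperature in dark; also added: glucose plus 1 mM ATP as hexokinase substrates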
# Gli-Sufu block = blocks Gli-Sufu signaling in a luciferase reporter; Sufu-KO-LIGHT fibroblasts, Gli luciferase reporter luminescence; inhibition, % at 5 µM; actives 0.74% (n = 340,000);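 active = inhibition above about 55%, limit read from the data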;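 also: 0% = DMSO-treated cells and 100% = wells with medium but no cells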
# Apaf1 inhib = blocks human Apaf-1 apoptosome activity. AID 489030. actives 0.71% (n = 330,000). inhibition, % at 20 µM. O14727. reconstituted apoptosome caspase-3 activity, DEVD-Rh110 fluorescence; active = inhibition of at least 40% at 20 µM;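 also: plate controls were DMSO wells for no effect and DEVD-CHO caspase inhibitor wells for full effect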
#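 Material: reconstituted apoptosome with Apaf-1, cytochrome c, caspase-9, procaspase-3, dATP / Buffer or medium: pH 7.5 Hepes buffer with CHAPS, BSA, DTT / Also added: cytochrome c with DEVD-Rh110 / Schedule: compound with Apaf-1, dATP, procaspase-3 30 min, then 50 min reaction, room temperature / Technique: rhodamine 110 fluorescence at Ex 480/Em 540 nm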
# SENP7 block = SENP7 protease inhibition | Q9BQF6 | recombinant SENP7, Z-RLRGG-aminoluciferin luminescence, 40 min | inhibition, % at 5 µM | actives 1.5% (n = 330,000);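 active = inhibition above about 50% at the single test dose, limit read from the data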;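 also: plate controls were DMSO with enzyme for no effect and no enzyme buffer wells for full effect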
# Target sequence (Q9BQF6 706-1050 limits assumed): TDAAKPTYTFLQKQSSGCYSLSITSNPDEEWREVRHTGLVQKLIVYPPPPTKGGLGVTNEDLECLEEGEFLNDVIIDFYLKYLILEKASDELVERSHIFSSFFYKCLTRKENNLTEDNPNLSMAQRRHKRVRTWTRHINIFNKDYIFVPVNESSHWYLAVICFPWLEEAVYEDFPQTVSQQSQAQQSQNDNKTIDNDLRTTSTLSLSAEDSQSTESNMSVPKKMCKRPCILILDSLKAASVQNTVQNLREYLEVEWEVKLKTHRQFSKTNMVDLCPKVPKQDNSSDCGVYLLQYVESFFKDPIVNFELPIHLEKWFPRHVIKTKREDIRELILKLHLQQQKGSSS
# SENP8 inh = SENP8 protease inhibition | purified SENP8, Z-RLRGG-aminoluciferin cleavage, luminescence | inhibition, % at 10 µM | actives 1.2% (n = 330,000) | AID 2540
# Target sequence (Q96LD8 whole entry, looked up): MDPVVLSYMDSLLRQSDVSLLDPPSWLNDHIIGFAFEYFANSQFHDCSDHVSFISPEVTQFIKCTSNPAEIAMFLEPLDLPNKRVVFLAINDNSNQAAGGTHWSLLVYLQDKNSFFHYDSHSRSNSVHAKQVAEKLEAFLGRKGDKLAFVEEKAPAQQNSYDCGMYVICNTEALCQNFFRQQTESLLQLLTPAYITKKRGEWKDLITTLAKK
# 697 NFkB inh = lowers PMA/ionomycin-induced NF-kB signal in 697 B cells. 697 B-cell NF-kB luciferase reporter, 16 h. inhibition, % at 4 µM. actives 0.33% (n = 330,000). AID 435022; in the data active = inhibition above about 35%
# Numbers without * were called inactive; . = no result given. Rule as the data show it, unless noted: active = inhibition above about 50%; inactive = the rest.
structure	Jurkat NFkB inh	UBC13 polyUb	HKDC1 inh	Gli-Sufu block	Apaf1 inhib	SENP7 block	SENP8 inh	697 NFkB inh
O=S1(=O)c2ccccc2OC(COCc2ccccc2)CN1Cc1ccccc1 (centres undefined)	.	.	3	-2	22	-12	.	5
COc1ccc(CN(Cc2ccco2)S(=O)(=O)c2ccc(S(=O)(=O)N3CCCC3)cc2)cc1	12	2	-5	12	4	0	-2	1
CCCCN(Cc1ccccc1)C1CCN(Cc2ccccc2)CC1	3	12	-7	20	-10	-4	-1	-5
Cc1onc(-c2c(F)cccc2Cl)c1C(=O)N1C=CC(C(F)(F)F)=NCC1	8	0	-3	5	-5	-3	-8	2
O=C(COC(=O)/C=C/c1cccc([N+](=O)[O-])c1)Nc1cccnc1Cl	3	1	-7	3	0	4	1	-15
Cc1ccc(NC(=O)COc2coc(CN3CCc4ccccc43)cc2=O)c(C)c1	9	-2	-2	-1	14	2	5	13
COc1ccc(CNC(=O)COC(=O)CCn2c(C)csc2=O)cc1OC	1	-2	-4	-1	4	0	3	-21
COc1cc(C2/C(=C(\O)c3ccc4c(c3)CC(C)O4)C(=O)C(=O)N2CCCn2ccnc2)cc(OC)c1OC (centres undefined)	11	-6	4	-3	13	3	5	10
CC1CC(=O)Nc2ccccc2N1S(=O)(=O)c1ccc(C(F)(F)F)cc1 (centres undefined)	15	-5	-1	1	3	1	5	17
COc1cccc(CN2CC(C(=O)NCCC3=CCCCC3)CCC2=O)c1 (centres undefined)	1	0	1	-10	14	-11	-8	-23
NC(=O)Cn1nnc(-c2ccc(NC(=O)c3ccc(F)cc3)cc2)n1	-49	6	-5	-29	-12	31	12	5
COc1ccc([C@H]2CC(=O)C=C(c3cccc(Cl)c3)C2)cc1OC	4	13	-5	-11	-1	-10	2	4
CC(=O)N1CCN(c2ccc(NC(=O)c3ccccc3C)cc2)CC1	-19	0	0	-3	2	-10	-9	3
Cc1ccsc1/C=N/NC(=O)CNC(=O)c1ccccc1	14	-5	-4	-11	7	-5	1	2
COc1ccc(C(=O)O/N=C(\N)c2ccc(Br)cc2)cc1	-75	7	-1	-30	8	26	-1	-70
C=CCN1C(=O)C(CC(=O)Nc2ccccc2)S/C1=N/c1nccs1 (centres undefined)	-4	4	-5	-6	7	1	-3	17
COc1ccc(/C=C(\NC(=O)c2ccco2)C(=O)NC(Cc2ccccc2)C(=O)O)cc1 (centres undefined)	-4	-4	-2	6	13	-11	-15	1
COc1ccc(-c2cc(C(=O)Nc3ccc(Br)cc3)no2)cc1	-10	-15	-4	0	2	-8	0	-12
COc1ccc(-c2oc(=O)c3cc(OC)c(OC)cc3c2/C=C/c2ccc([N+](=O)[O-])cc2)cc1	4	-11	1	9	4	-6	11	16
CC(C)Cc1cc(C(=O)NCCN2CCOCC2)no1	-4	1	-8	-6	3	3	-4	-7
COc1cc2c(cc1OC)C(c1ccccc1O)N(C1CC(=O)N(c3ccccc3)C1=O)CC2 (centres undefined)	14	-4	-5	-1	-5	0	-3	7
Cc1cccc(NC(=O)CSc2nc3ccccc3nc2N2CCCC2)c1C	-17	1	-6	0	22	0	-6	-6
Cc1nc(N2CCN(C(=O)c3ccco3)CC2)nc2c1C(=O)CCC2	-72	-9	-3	-12	4	10	-18	-59
CC(C)CC(C(=O)NCc1ccccn1)N1C(=O)c2ccccc2C1=O (centres undefined)	14	-2	-1	0	-7	0	2	12
CCOC(=O)c1c(CN2CCCCC2C)oc2ccc(OC)cc12 (centres undefined)	-25	11	11	10	5	15	-1	1
CCCNC(=O)c1ccc(Cn2cc(C(F)(F)F)ccc2=O)cc1	-4	1	9	1	6	2	3	7
COc1ccc(N2CCN(C(=O)[C@H](C)NC(=O)c3ccccc3Cl)CC2)cc1	0	0	-5	-8	4	-12	0	-11
COc1ccc(CN2CCC(C)CC2)cc1OCc1ccccc1	-1	7	-5	33	3	-2	2	-10
Cc1ccc(CN2CC(C(=O)NC3CCCC(C)C3C)CC2=O)cc1 (centres undefined)	-8	9	-5	-2	0	9	-3	12
O=C(N/C(=C/c1ccc(Br)cc1)C(=O)N1CCCC1)c1cccs1	-4	-9	-1	-10	10	0	-10	-17
O=C1c2cccc3cc(Br)cc(c23)C(=O)N1Nc1ccc(Br)cc1	1	-5	-3	-8	-18	3	-7	-20
COc1ccc(-c2ccnc3c(C#N)cnn23)cc1	7	17	-8	-16	-9	-9	6	5

# (cont.)
Molecule,Jurkat NFkB inh,UBC13 polyUb,HKDC1 inh,Gli-Sufu block,Apaf1 inhib,SENP7 block,SENP8 inh,697 NFkB inh
CCOc1ccc(CCNC(=O)c2ccc(=O)[nH]c2)cc1OCC,10,-4,1,2,-3,-6,-3,16
CCc1ccccc1NC(=O)COc1ccc(C(=S)N2CCCC2)cc1,11,10,-12,1,-1,2,2,14
Cc1nc(CNC(=O)C2CCC(=O)N(Cc3cccc(F)c3)C2)sc1C (centres undefined),7,-3,0,10,8,-7,-5,-4
COc1ccc(S(=O)(=O)NC(C)C(=O)NCc2ccncc2)cc1C (centres undefined),-12,-1,5,16,7,-8,-8,4
CC1(C)CC(=O)C=C(NC2CCCCCC2)C1,1,8,-9,-6,-16,2,-2,26
CCCOc1ccc(C2Nc3cccc4cccc(c34)N2)cc1,-9,-20,8,-7,7,2,4,-223
CCNC(=O)C/C(C)=N/NC(=O)C12CC3CC(CC(C3)C1)C2,-18,-5,-7,0,7,1,-7,-11
COc1ccc(C(=O)NCCN=C2NS(=O)(=O)c3ccccc32)cc1,20,2,4,-20,-6,-12,2,3
N#CC(=C1SC=CS1)c1nc(-c2ccccc2)cs1,-77,-10,-3,-30,4,-10,-15,-125
COc1ccc(-c2ccc(/C=N/N3C(=O)C4C5C=CC(C6CC56)C4C3=O)o2)c([N+](=O)[O-])c1 (centres undefined),6,-20,-7,1,15,-3,-6,7
Cc1cc2c(OCC(O)CNCc3ccco3)cccc2[nH]1 (centres undefined),0,-4,8,6,4,-1,-11,-8
Cc1ccccc1-c1nc2sc(-c3ccccc3)cc2c(=O)o1,-8,-3,0,1,8,84*,37,19
Cc1ccccc1NC(=O)c1c(-c2ccccc2)noc1C,9,11,-10,-27,3,-5,1,17
CCN1CCN(C(=S)Nc2cccc(C(F)(F)F)c2)CC1,9,9,-10,8,5,1,-8,2
CSc1nc(N)nc2c1ncn2CC(=O)NCCNc1ccc([N+](=O)[O-])cn1,-6,2,-7,29,-17,7,5,8
Cn1c(=O)oc2cc(S(=O)(=O)NCc3ccc(F)cc3)ccc21,-2,-2,-4,-10,-14,1,5,20
O=C(NCCc1ccccc1)C1CCN(Cc2ccccc2F)CC1,-25,-12,-9,6,-4,-3,-4,-3
O=C(CN1CCCCC1)NNC(=O)c1cccc(Br)c1,-3,4,-7,1,-10,2,1,13
Cc1nc2ccc(NC(=O)N3CCN(c4ccccn4)CC3)cc2s1,-12,-3,-2,-6,0,-2,-10,-58
O=C(NCCCNC(=O)c1ccccc1F)c1ccco1,-5,-2,-8,16,7,-6,-8,22
CCOc1nc(C)ccc1-c1noc(-c2ccccc2OC)n1,-6,8,-3,-12,12,-6,-9,16
CC1CCN(S(=O)(=O)c2ccc(NC(=O)CN3C(=O)NC(C)(c4ccccc4)C3=O)cc2)CC1 (centres undefined),6,7,-1,1,13,-9,-7,7
COc1cc(/C=C/c2ccc3cccc(O)c3n2)ccc1O,-55,-25,0,3,22,51*,60*,-132
CCCC(C1=C(O)CC(C)(C)CC1=O)C1C(=O)CC(C)(C)CC1=O (centres undefined),-4,4,1,1,0,1,5,8

# Given with two lines to a compound: part of the list above.
# Value order: Jurkat NFkB inh | UBC13 polyUb | HKDC1 inh | Gli-Sufu block | Apaf1 inhib | SENP7 block | SENP8 inh | 697 NFkB inh
Cc1ccccc1-c1nc2sc(-c3ccccc3)cc2c(=O)o1
  -8 | -3 | 0 | 1 | 8 | 84* | 37 | 19
Cc1ccccc1NC(=O)c1c(-c2ccccc2)noc1C
  9 | 11 | -10 | -27 | 3 | -5 | 1 | 17
CCN1CCN(C(=S)Nc2cccc(C(F)(F)F)c2)CC1
  9 | 9 | -10 | 8 | 5 | 1 | -8 | 2
CSc1nc(N)nc2c1ncn2CC(=O)NCCNc1ccc([N+](=O)[O-])cn1
  -6 | 2 | -7 | 29 | -17 | 7 | 5 | 8
Cn1c(=O)oc2cc(S(=O)(=O)NCc3ccc(F)cc3)ccc21
  -2 | -2 | -4 | -10 | -14 | 1 | 5 | 20
O=C(NCCc1ccccc1)C1CCN(Cc2ccccc2F)CC1
  -25 | -12 | -9 | 6 | -4 | -3 | -4 | -3
O=C(CN1CCCCC1)NNC(=O)c1cccc(Br)c1
  -3 | 4 | -7 | 1 | -10 | 2 | 1 | 13
Cc1nc2ccc(NC(=O)N3CCN(c4ccccn4)CC3)cc2s1
  -12 | -3 | -2 | -6 | 0 | -2 | -10 | -58
O=C(NCCCNC(=O)c1ccccc1F)c1ccco1
  -5 | -2 | -8 | 16 | 7 | -6 | -8 | 22
CCOc1nc(C)ccc1-c1noc(-c2ccccc2OC)n1
  -6 | 8 | -3 | -12 | 12 | -6 | -9 | 16

# (list continues)
Molecule,Jurkat NFkB inh,UBC13 polyUb,HKDC1 inh,Gli-Sufu block,Apaf1 inhib,SENP7 block,SENP8 inh,697 NFkB inh
Cc1ccc(N(CC(=O)Nc2cccc(N(C)S(C)(=O)=O)c2)S(C)(=O)=O)cc1,17,13,12,-8,-12,-11,-10,22
CCOc1ccc(-n2c(-c3ccco3)n[nH]c2=S)cc1,-6,3,-2,2,10,13,-6,-5
CCOC(=O)[C@@H]1[C@H]2COc3cc(OC)ccc3[C@@H]2N2C(=O)N(c3cccc(Cl)c3)C(=O)[C@@]12C,2,1,-2,2,16,-7,-12,0
COc1ccc(CNC(=O)CCNS(=O)(=O)c2ccc(Br)s2)cc1,-7,3,-1,-1,3,10,3,10
CCO[C@@H]1OC(C(=O)N2CCN(Cc3ccc4c(c3)OCO4)CC2)=C[C@H](c2csc3ccccc23)[C@H]1CCCO,-7,6,3,11,30,8,-4,-5
Cc1ccc(-c2nc(Nc3ccc(N4CCOCC4)cc3)c3ccccc3n2)cc1,-33,7,2,-19,23,9,-4,-16
Cc1cccc(-[n+]2c(C)cc(C)c3c(=O)[nH]c(=O)[nH]c32)c1,-2,8,-11,-1,6,6,-5,20
CN(C)CCCN(CCCNC(=O)/C=N/O)Cc1ccccc1,-8,22,-8,6,1,1,4,7
COc1ccccc1NC(=O)NS(=O)(=O)c1ccc(C)cc1,-25,-17,-1,4,-7,-5,-8,-46

# Screening data: PubChem BioAssay, Sanford-Burnham Center for Chemical Genomics
